Tb PFK inh = T. brucei PFK enzyme inhibition; T. brucei PFK, ADP-Glo luminescence; Potency, µM (top dose mostly 57.5 µM), for inactives: top-dose activity, negative = inhibition, usual class: inhibitors; actives 0.17% (n = 330,000);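 note: potency is the fitted concentration of half-maximal effect; 0% = uninhibited 1x PFK enzyme wells and -100% = no-enzyme wells; nearly all actives have a fitted effect of over 60% in size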
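Activity is normalized to no-enzyme wells (full inhibition) and 1.25 nM enzyme wells (no inhibition). Reaction: 0.5 mM F6P, 0.1 mM ATP, 45 min RT, ADP-Glo luminescence; concentration-response curves fitted and classed by quality.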
AT treatment = potential ataxia-telangiectasia treatment; […] A-T fibroblasts, KAP-1 phosphorylation AlphaLISA; neocarzinostatin DNA damage 30 min before lysis; actives 0.19% (n = 320,000); Potency, µM (highest dose often 57.5 µM), without a hit: at the highest dose activation, actives largely listed as activators; AID 485349; note: potency is the fitted concentration of half-maximal effect; % of control where 0% means no effect; nearly all actives have a fitted effect of over 45% in size
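hTERT-immortalized A-T patient fibroblasts ([…]), 500 cells/well in OPTI-MEM, 1% FBS, got compounds for 60 min, then NCS for 30 min at 37C. Lysates were then assayed for phospho-KAP-1 by AlphaLISA (anti-pKAP1 donor, anti-KAP1 acceptor beads), 6 hr at 25C.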
GALK inhibitor = inhibitors of human galactokinase; actives 0.007% (n = 270,000); Purified GALK, Kinase-Glo residual ATP luminescence; Potency, µM (doses to about 57.5 µM), for the others: at the top dose activity change, negative = inhibition, most hits filed as inhibitors; note: potency is the fitted concentration of half-maximal effect; % is set by controls: 0 for no effect and ±100 for the full control effect
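Quantitative HTS: GALK 5 nM, ATP 35 uM, galactose 100 uM, 1 h room temperature, then luciferase-based ATP detection.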
Giardia killer = kills Giardia lamblia | Giardia lamblia trophozoite viability | activity change, % at 7.66 µM, hits read low | actives 0.15% (n = 340,000); in the data active = activity change below about -80%; inconclusive = between about -30% and that limit;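 note: parasites exposed to compound for two days anaerobically before the ATP read; % is set by controls: 0 for no effect and ±100 for the full control effect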
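Viability, read as ATP luminescence: trophozoites at 100 cells/well, compound added, 48 hrs anaerobic at 37 deg C, then 15-30 min room-temperature development before reading.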
hERG WT inh = KCNH2 (human, wildtype) channel inhibition. Q12809. U2OS, BacMam KCNH2, thallium flux FluxOr; active compounds read low. activity change, % at 1.84 µM. actives 0.37% (n = 340,000). AID 720551;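 active = maximum activity change below -70%; inconclusive = maximum activity change between -70% and -50%; inactive = maximum activity change above -50%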; note: % is set by controls: 0 for no effect and ±100 for the full control effect
Target sequence (Q12809 whole entry, looked up): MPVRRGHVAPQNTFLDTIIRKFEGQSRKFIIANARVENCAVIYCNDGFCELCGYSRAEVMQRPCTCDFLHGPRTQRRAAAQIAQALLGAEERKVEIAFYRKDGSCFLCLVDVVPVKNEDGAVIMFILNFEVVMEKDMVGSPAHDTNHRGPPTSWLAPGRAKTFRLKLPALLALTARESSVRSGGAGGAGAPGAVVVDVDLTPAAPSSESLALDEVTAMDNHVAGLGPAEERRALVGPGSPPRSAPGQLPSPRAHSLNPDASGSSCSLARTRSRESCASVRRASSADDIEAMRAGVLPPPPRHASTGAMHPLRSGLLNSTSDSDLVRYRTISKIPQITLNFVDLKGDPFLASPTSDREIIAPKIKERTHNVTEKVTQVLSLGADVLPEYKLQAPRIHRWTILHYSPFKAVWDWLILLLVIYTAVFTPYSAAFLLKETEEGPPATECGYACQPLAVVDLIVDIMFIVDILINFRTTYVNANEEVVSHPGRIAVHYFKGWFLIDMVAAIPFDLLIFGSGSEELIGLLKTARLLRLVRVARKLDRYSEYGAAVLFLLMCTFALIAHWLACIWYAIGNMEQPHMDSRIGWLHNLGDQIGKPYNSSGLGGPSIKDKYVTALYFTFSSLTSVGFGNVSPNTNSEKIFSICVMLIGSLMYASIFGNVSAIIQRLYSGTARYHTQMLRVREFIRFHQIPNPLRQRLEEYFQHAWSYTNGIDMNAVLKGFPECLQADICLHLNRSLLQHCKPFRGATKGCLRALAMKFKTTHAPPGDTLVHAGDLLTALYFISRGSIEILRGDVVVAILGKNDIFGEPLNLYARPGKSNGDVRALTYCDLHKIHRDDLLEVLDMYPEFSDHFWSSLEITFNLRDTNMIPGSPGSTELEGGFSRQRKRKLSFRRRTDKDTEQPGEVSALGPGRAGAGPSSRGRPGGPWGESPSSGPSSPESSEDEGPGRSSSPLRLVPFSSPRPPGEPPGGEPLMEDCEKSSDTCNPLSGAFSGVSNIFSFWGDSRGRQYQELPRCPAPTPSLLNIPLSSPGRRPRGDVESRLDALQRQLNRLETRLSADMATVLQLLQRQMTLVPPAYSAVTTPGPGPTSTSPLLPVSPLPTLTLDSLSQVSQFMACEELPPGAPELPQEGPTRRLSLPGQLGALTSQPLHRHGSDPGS
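U2OS cells transduced with wild-type KCNH2 virus are loaded with FluxOr dye for 45 min, and thallium flux is measured in kinetic reads before and after stimulation buffer. Rate constants are normalized to DMSO controls.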
TCR activator = T cell receptor activation | primary human leukocytes, anti-CD3, IL-2 HTRF, 48 h | Potency, µM (doses to about 9.22 µM), without a hit: at the top dose activation of IL-2 secretion, actives largely listed as activators | 330,000 tested, under 10 active | AID 504894; note: % of control where 0% means no effect
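1) Mix primary human leukocytes, a-CD3 beads and compound. 2) Incubate 48 hr. 3) Add HTRF IL-2 reagents (a-IL-2-K, a-IL-2-d2).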
FBPA coupling cs = coupling enzyme interference in Giardia aldolase counter-screen. activity change, negative = inhibition, % at 58.2 µM, hits read low. coupling enzyme system counterscreen, AmpLite Red fluorescence. AID 2472. actives 0.67% (n = 290,000); in the data active = activity change below about -30%; note: % is set by controls: 0 for no effect and ±100 for the full control effect
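Counterscreen lacking aldolase: glyceraldehyde-3-phosphate coupling-enzyme reagent preincubated 10 min at RT with compound (at 57.5 uM final), then substrate/coupling system with AmpLite Red added; fluorescence read at 525/598 nm after 20 min RT.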
TSHR antag = blocks TSH signaling through the human TSH receptor. actives 0.2% (n = 330,000). activity change, negative = inhibition, % at 11.5 µM. TSHR-expressing cells, TSH-stimulated cAMP HTRF, 2 h; active compounds read low;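 active = activity change below a set negative limit, meaning inhibition stronger than a set level, cut at about -70% in these data; inconclusive = activity change between two set negative limits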; note: % is set by controls: 0 for no effect and ±100 for the full control effect
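Antagonism was scored as loss of TSH-driven cAMP in TSHR cells, stimulated with 4nM TSH (EC80) for 2 hours at 37 deg C and detected by homogeneous HTRF competition immunoassay.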
MLL CXXC-DNA inh = inhibitors of human MLL CXXC domain-DNA interaction. Q03164. MLL-CXXC / FITC-HOXA9 DNA fluorescence polarization. Potency, µM (titrated, usually from 115 µM), for inactives: at the highest dose activity change, negative = inhibition, usual class: inhibitors. actives 0.037% (n = 290,000); active = well fitted inhibition curve with a large enough effect in the polarisation, with a control signal flat, not every such curve was filed as active; inconclusive = small, poorly fitted or top-dose-only effect, or effect the other way, or a change in a side signal; inactive = no such curve, though single readings can be large or run the other way; the % refers to the polarisation; note: potency is the fitted concentration of half-maximal effect
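Purified MLL-CXXC (added from a 7 uM solution) was preincubated 5 min at ambient with pinned compounds in 50 mM Tris-HCl pH 7.5, 50 mM NaCl, 1 mM DTT, 0.05% BSA. Fluorescein-labeled HOX-A9 DNA (50 nM solution) followed, 30 min, then polarization read.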
Chronic BCR inh = blocks chronic active B-cell receptor signaling | actives 0.05% (n = 340,000) | Potency, µM (top dose mostly 46.1 µM), for inactives: at the highest dose ratio change, negative = lower green/red ratio, actives largely listed as inhibitors | ABC-DLBCL IkBa-CBG/CBR reporter, luminescence ratio, 4 h; active = well fitted inhibition curve with a large enough effect in the signal ratio, with a control signal flat, not every such curve was filed as active; inconclusive = small, poorly fitted or top-dose-only effect, or effect the other way, or a change in a side signal; the % refers to the signal ratio;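 note: potency is the fitted concentration of half-maximal effect; plate controls were basal doxycycline-induced cells for no effect and cells given 10 µM MG132 for full effect; MG132 reads +100%, hits lower the ratio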
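Concentration-response series (up to 46 uM) were applied to TMD8 dual-reporter cells for 4 h at 37C with doxycycline. Green/red ratio, after filter-overlap correction, defined %Activity; red signal alone was normalised to basal cells and zero luminescence.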
Starred values were filed as active, the others as inactive; ? = inconclusive; nt = not tested or not shown; & = joins results of further samples; [ ] = dose if it differs, or a comment. Unless noted, calls come from the whole dose curve; as a rule, active = well fitted curve in the direction sought with a large enough effect; inconclusive = small, poorly fitted or top-dose-only effect, or another doubt; inactive = no such curve, though single readings can be large; an effect the other way counts as inactive or inconclusive.

SMILES	Tb PFK inh	AT treatment	GALK inhibitor	Giardia killer	hERG WT inh	TCR activator	FBPA coupling cs	TSHR antag	MLL CXXC-DNA inh	Chronic BCR inh
COc1ccc(-c2cc(-c3ccccc3)c(C#N)c(=S)[nH]2)cc1	0%	-6%	-2%	-12	-10	4%	4	-10	-11%	-1%
CN1CCCN(S(=O)(=O)c2ccc3c(c2)OCCO3)CC1	1%	-3%	-1%	-2&-4	1	2%	-3	21	4%	2%
CN1CCN(C(=O)c2cnn3c(C(F)F)cc(C4CC4)nc23)CC1	4%	5%	0%	-15	-7	-5%	2	0	6%	?
Oc1cccc(/C=N/N2CCCCC2)c1O	3%	-6%	-3%	-8	-6	2%	-3	-3	-11%	-15%
COc1ccc(S(=O)(=O)N(C)c2c(C)n(C)n(-c3ccccc3)c2=O)cc1OC	1%	-3%	7%	-1	11	3%	2	12	1%	0%
O=C(COC(=O)c1ccco1)NCc1ccccc1Cl	1%	4%	-1%	-20	-2	15%	0	-7	6%	0%
CC[C@]12c3[nH]c4ccc(OC)cc4c3CCN1C(=O)C(CC(=O)NCc1ccco1)C[C@@H]2C(=O)N1CCN(C(=O)c2ccco2)CC1 (some centres not stated)	-6%	-24%	nt	8	22	3%[46.1 µM]	nt	-4	nt	3%
COc1cccc(NC(=O)Cn2c(=O)oc3ccccc32)c1	-1%	10%	-1%	13	-2	-4%	-1	3	6%	?
CC(C)(C)c1ccc(S(=O)(=O)N2CC(=O)Nc3ccccc32)cc1	4%	nt	0%	4	0	-1%	2	-6	-1%	1%
C[C@H]1CN([C@@H](C)CO)C(=O)c2cccc(NS(=O)(=O)c3ccc(Cl)cc3)c2O[C@@H]1CN(C)CC1CCCCC1	4%	3%	nt	-2	-7	4%	nt	-6	nt	4%
c1ccc(CC[C@@H]2CC[C@@H](CCc3ccccc3)N2)cc1	3%	0%	nt	-16	-25	0%	nt	0	nt	-6%
O=C(NCc1ccco1)/C(=C\c1cccs1)NC(=O)c1ccccc1	-4%	1%	7%	-18	8	10%	5	6	1%	4%

Sorted by value in TSHR antag (low to high): some entries from above
Compound | TSHR antag
CC(C)(C)c1ccc(S(=O)(=O)N2CC(=O)Nc3ccccc32)cc1 | -6
c1ccc(CC[C@@H]2CC[C@@H](CCc3ccccc3)N2)cc1 | 0
COc1ccc(S(=O)(=O)N(C)c2c(C)n(C)n(-c3ccccc3)c2=O)cc1OC | 12

Continuation.
SMILES	Tb PFK inh	AT treatment	GALK inhibitor	Giardia killer	hERG WT inh	TCR activator	FBPA coupling cs	TSHR antag	MLL CXXC-DNA inh	Chronic BCR inh
Cc1cc(C)cc(C(=O)NCC(=O)OCC(=O)Nc2ccc(C)cc2Br)c1	2%	-1%	1%	8	2	5%	1	24	5%	5%
C=CCN1C(=O)CSc2ccc(C(=O)OCC)cc21	1%	0%	0%	3	10	0%	2	16	5%	-12%
COc1cc(/C=C(\C#N)C(=O)Nc2ccccn2)ccc1O	0%	0%	0%	-6	-22	1%	1	-11	113%[activator]	?
CCn1c(C)c(C(C)=O)c(N2CCN(C(=O)c3ccco3)CC2)nc1=S	-3%	-2%	-1%	0	-10	-6%	3	28	0%	5%
O=c1ccnc2n1COCS2	18%	-6%	nt	-17	0	6%	3	-6	6%	1%
CCc1nnc(NC(=O)[C@@H](NC(=O)c2ccc(C(C)(C)C)cc2)C(C)C)s1	3%	-1%	2%	-1	-39	1%[46.1 µM]	-10	-3	11%	-8%
Cc1cc(C(=O)OCC(=O)Nc2cc(S(=O)(=O)N3CCOCC3)ccc2Cl)c(C)o1	-3%	nt	-1%	-2	37	19%	3	-7	11%	?
C[C@@H](O)C(C(=O)N1CCNCC1)n1cc([C@@H](N)CCCCN)nn1 (some centres not stated)	-3%	18%	nt	23	1	-6%	nt	1	nt	-1%
CC(=O)Nc1ccc(NC(=O)C(C)OC(=O)[C@@H]2CCCN2C(=O)c2cccs2)cc1 (some centres not stated)	7%	19%	nt	6	4	-4%	nt	21	nt	0%
N#C/C(=C\c1cn(-c2ccccc2)nc1-c1cccnc1)c1nnc2n1CCCCC2	0%	nt	4%	34[activator]	-3	1%	4	0	8%	-9%
Cc1cccc(C)c1NC(=O)CCCSc1nc2ccccc2s1	2%	-4%	3%	5	-2	-4%[46.1 µM]	-1	-16	4%	1%
CCc1ccc2ncc(S(=O)(=O)c3ccc(C)c(C)c3)c(N3CCCC3)c2c1	11%	21%	0%	2	-4	-10%[46.1 µM]	-4	1	8%	-3%

Fetched one by one from the list above, 2 records:
SMILES	Tb PFK inh	AT treatment	GALK inhibitor	Giardia killer	hERG WT inh	TCR activator	FBPA coupling cs	TSHR antag	MLL CXXC-DNA inh	Chronic BCR inh
Cc1cccc(C)c1NC(=O)CCCSc1nc2ccccc2s1	2%	-4%	3%	5	-2	-4%[46.1 µM]	-1	-16	4%	1%
CCn1c(C)c(C(C)=O)c(N2CCN(C(=O)c3ccco3)CC2)nc1=S	-3%	-2%	-1%	0	-10	-6%	3	28	0%	5%

Remaining list, next part
SMILES	Tb PFK inh	AT treatment	GALK inhibitor	Giardia killer	hERG WT inh	TCR activator	FBPA coupling cs	TSHR antag	MLL CXXC-DNA inh	Chronic BCR inh
Cc1ccccc1NC1C=CS(=O)(=O)C1 (configuration not stated)	-10%	-8%	0%	14	6	0%	0	3	-3%	4%
O=C(O)CNC(=O)C(CS)Cc1ccccc1 (configuration not stated)	-1%	-6%	nt	6	-4	5%	nt	-15&5	-2%	?
O=S(=O)(Cc1ccccc1Cl)NCCc1ccc(F)cc1	-4%	-5%	-6%	2	8	-6%	-1	-1	-7%	-2%
COc1ccccc1C(=O)Nc1ccnn1C1CCN(CCCC2CCCC2)CC1	1%	-1%	-2%	-11	-143*	4%	0	21	-8%	5%
COc1ccccc1N1CCN(c2nc(C)nc3c2oc2ccccc23)CC1	-3%	nt	0%	21	3	2%	-2	-45	-1%	?
O=C(NCCN1CCc2ccccc2C1)C1CCN(S(=O)(=O)N2CCC3(CC2)OCCO3)CC1	-2%	4%	-1%	19	20	nt	-1	5	-9%	6%
Cc1c(C)n(CC(O)CNc2ccccc2)c2ccccc12 (configuration not stated)	-6%	0%	-3%	10	5	-2%	-7	-6	-11%	-3%
CC12CCC(C(=O)Nc3ccccc3Cl)([C@H](Br)C1=O)C2(C)C (some centres not stated)	3%	22%	3%	15	5	-1%	2	-6	6%	0%
O=C(CN1C(=O)C2C3C=CC(C3)C2C1=O)Nc1ccc(S(=O)(=O)N2CCCCC2)cc1 (configuration not stated)	-2%	-13%	nt	6	-1	5%[46.1 µM]	4	6	?	3%
O=C(CN(Cc1ccccc1)S(=O)(=O)c1ccc(Br)cc1)N/N=C/c1ccccc1C(=O)O	-1%	3%	6%	-12	-8	-1%	9	-7	-19%	6%
COc1ccc(CCC(=O)N2CCN(C3CCCCC3)CC2)cc1	1%	0%	0%	16	7	-33%	4	-3	-2%	12%
COc1ccccc1NS(=O)(=O)c1ccc(NC(=O)c2[nH]nc(OC)c2[N+](=O)[O-])cc1	2%	-6%	-5%	-8	7	7%	nt	-22	?	6%
CC1CCCCC1NC(=O)CCCn1c(=S)[nH]c2ccsc2c1=O (configuration not stated)	2%	2%	-1%	-3	-2	1%	1	6	-11%	-3%
CCN1C(=O)[C@@H]2[C@H](C1=O)[C@@H]1C[C@H]3C(=O)N(CC)C(=O)[C@H]3[C@@H]3C1=C(C(=O)N1C(=O)OC(=NCC4CC4)[C@]31C)[C@@H]2C	3%	6%	4%	10	-2	-9%	3	2	-2%	0%
O=C1CN(C(=O)COc2ccc(Br)cc2F)c2ccccc2N1	-3%	2%	-1%	-5	-5	-3%[46.1 µM]	-2	4	-5%	7%
CCOC(=O)c1c(-c2ccco2)csc1N	3%	7%	5%	-16	-7	-5%	-31*	7	-3%	?
O=C(N/N=C/c1ccccc1O)C1CC(=O)N(c2ccc(F)cc2)C1 (configuration not stated)	-3%	-5%	1%	-2	-4	-1%	2	-6	-3%	1%
Cc1cc(C)c(NC2=CC(=O)CC(C)(C)C2)c(C#N)c1	-3%	9%	3%	28	-5	-2%	1	1	-1%	-1%

Complete entries, looked up by structure.
CCN1C(=O)[C@@H]2[C@H](C1=O)[C@@H]1C[C@H]3C(=O)N(CC)C(=O)[C@H]3[C@@H]3C1=C(C(=O)N1C(=O)OC(=NCC4CC4)[C@]31C)[C@@H]2C as listed: Tb PFK inh: 3%; AT treatment: 6%; GALK inhibitor: 4%; Giardia killer: 10; hERG WT inh: -2; TCR activator: -9%; FBPA coupling cs: 3; TSHR antag: 2; MLL CXXC-DNA inh: -2%; Chronic BCR inh: 0%
CC1CCCCC1NC(=O)CCCn1c(=S)[nH]c2ccsc2c1=O (configuration not stated) as listed: Tb PFK inh: 2%; AT treatment: 2%; GALK inhibitor: -1%; Giardia killer: -3; hERG WT inh: -2; TCR activator: 1%; FBPA coupling cs: 1; TSHR antag: 6; MLL CXXC-DNA inh: -11%; Chronic BCR inh: -3%

Bioassay records (PubChem BioAssay)
